# OX1R antag-1: OX1R (HCRTR1) antagonists, primary screen, fluorescence, CHO/OX1R cells, Fluo-8 calcium, orexin A; 330,000 compounds, 0.43% hits; inhibition, % at 5 µM; AID 434989, 2010; Orexin/Hypocretin receptor type 1 (Homo sapiens), O43613; Fluo-8 calcium fluorescence;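 active means inhibition above its plate's threshold, mean inhibition of all tested compounds on the plate plus 3 SD, cut at about 37% in these data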;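 further: 0% = orexin A challenge wells and 100% = SB-334867-A antagonist wells; not every result past the cut was called active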
# Target sequence (O43613 whole entry, looked up): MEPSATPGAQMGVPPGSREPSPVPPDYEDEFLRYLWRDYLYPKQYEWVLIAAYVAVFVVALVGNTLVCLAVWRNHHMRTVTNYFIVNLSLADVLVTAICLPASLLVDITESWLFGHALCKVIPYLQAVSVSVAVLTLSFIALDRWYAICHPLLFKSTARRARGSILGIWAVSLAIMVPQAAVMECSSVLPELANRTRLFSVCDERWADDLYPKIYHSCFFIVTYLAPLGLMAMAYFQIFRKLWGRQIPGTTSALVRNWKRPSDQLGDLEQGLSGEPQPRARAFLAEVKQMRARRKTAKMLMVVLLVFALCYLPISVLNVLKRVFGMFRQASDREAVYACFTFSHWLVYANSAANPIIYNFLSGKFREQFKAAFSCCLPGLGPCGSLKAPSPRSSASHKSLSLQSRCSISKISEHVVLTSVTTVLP
# OX1R antag-2: antagonists of human orexin 1 receptor (OX1R); Orexin/Hypocretin receptor type 1 (Homo sapiens), O43613; OX1R-expressing cells, FRET antagonist read-out; inhibition, % at 6.6 µM; 330,000 compounds, 1.8% hits; AID 485270, 2010; in the data active means inhibition mostly above about 38%, no sharp cut-off; inactive means mostly below about 40%;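 further: 0% = agonist challenge alone and 100% = reference antagonist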
# Starred values were filed as active, the others as inactive.
molecule	OX1R antag-2	OX1R antag-1
COc1ccc(-c2csc3[nH]c(=S)n(-c4ccccc4)c(=O)c23)cc1OC	-2	-31
COc1ccc(C(=O)O/N=C2\C(=O)N(C)c3ccccc32)cc1	8	7
Cc1ccc(S(=O)(=O)N(C)C)cc1NC(=O)COC(=O)c1ccc2c(c1)OCCO2	28	-24
C=CCN(C(=O)CN1CCOCC1)c1nc(C)c(-c2ccccc2)s1	20	-26
COc1ccc(CCNC(=O)c2cnccn2)cc1	13	-3
Cc1sc2nnn(CC(=O)N3CCN(C(=O)c4ccco4)CC3)c(=O)c2c1C	30	-24
COC(=O)c1ccccc1NC(=O)Cn1cnc2ccc(S(=O)(=O)N3CCC(C)CC3)cc2c1=O	7	-8
COc1ccc(-c2cc3ccc(OCC(C)=O)cc3oc2=O)cc1	8	-19
O=C(CCNC(=O)c1ccc(Br)cc1)NCc1ccccc1F	4	-9
CCOC(=O)C1CCCN(C2CC(=O)N(c3ccc(NC(C)=O)cc3)C2=O)C1 (centres undefined)	16	-25
COc1ccccc1NC(=O)c1cc2cc(Br)ccc2cc1O	19	10
COC(=O)CNc1n[nH]c(=S)[nH]c1=O	-1	-21
CC(C)(C)OC(=O)NCCc1n[nH]c(=S)o1	9	-9
Cc1ccc2c(c1)C(O)(c1c(C)[nH]c3ccccc13)C(=O)N2 (centres undefined)	14	1
Cc1noc(C)c1S(=O)(=O)N(C)C[C@H]1Oc2ccc(NC(=O)Cc3ccccc3)cc2C(=O)N([C@H](C)CO)C[C@@H]1C	0	-20
N/C(=N\OC(=O)c1ccc(Cl)c(Cl)c1)c1ccccn1	18	-27
CCn1cc(C(=O)NCC(C)C)c(=O)c2cc(F)c(N3CCN(C(=O)c4ccco4)CC3)cc21	10	-31
CCCn1c(=O)c2[nH]cnc2n(-c2ccccc2C)c1=O	9	-4
CN(CC(=O)N1CCOCC1)S(=O)(=O)c1ccc2ccccc2c1	0	-16
CCOC(=O)c1ccc(Oc2nc(NC)nc(Nc3ccccc3)n2)cc1	18	-42
CCN(CC)CCN(C(=O)c1ccc2c(c1)CCCC2)c1nc2c(C)cccc2s1	23	-34
Cc1occc1C(=O)NNC(=O)NC12CC3CC(CC(C3)C1)C2	22	-6
C/C(=N\OC(=O)c1ccccc1)c1cc(-c2ccc(Cl)cc2)no1	20	-8
CC(=O)Nc1ccc(S(=O)(=O)NCC(=O)NC(C)c2ccc(S(N)(=O)=O)cc2)cc1 (centres undefined)	9	0
COc1ccc(S(=O)(=O)N2CCCOC2CNC(=O)C(=O)NC2CCCC2)cc1 (centres undefined)	21	-17
O=C(CN1C(=O)COc2ccc(S(=O)(=O)N3CCCCC3)cc21)NCc1ccc(F)cc1	16	-18
CCCN(C(=O)CCl)C1=CCCCC1	2	-17
CCOc1ccc(-n2cnnn2)cc1S(=O)(=O)Nc1c(C)cccc1C	6	-28
NC(=O)NCc1ccc(F)cc1	17	10
CCOc1ccc(S(=O)(=O)Nc2nc3ccccc3nc2N2CCN(C)CC2)cc1	1	-34
C#CCOCCOCCOCCNc1nc(N2CCN(C(=O)C(Cc3ccc(O)cc3)n3cc(C(N)CC(C)C)nn3)CC2)nc(N2CCN(C(=O)C(Cc3cc4ccccc4[nH]3)n3cc(C(N)C(C)CC)nn3)CC2)n1 (centres undefined)	19	-3
Cc1nc2ccc(NC(=O)Cc3ccc4c(c3)OCCO4)cc2s1	10	-24
COc1ccccc1NC(=O)c1ccc(NC(=O)CN(C)Cc2ccccc2F)cc1	12	-18
CC(Oc1ccc2c(-c3ccccc3)cc(=O)oc2c1)C(=O)NCCCN1CCOCC1 (centres undefined)	11	-44
Cc1cccc(N2CCN(C(=O)CCn3c(=O)[nH]c4ccccc4c3=O)CC2)c1C	2	-37
Cc1ccc(NS(=O)(=O)c2ccc(C(=O)N3CCCC(C(F)(F)F)C3)cc2)cc1 (centres undefined)	8	45*
CCC(=O)Nc1nnc(-c2cccs2)s1	6	-8
COc1cccc(CC(=O)OCC(=O)N(C)CC(=O)Nc2ccccc2Cl)c1	1	-4
CCOC(=O)CSc1n[nH]c(NC(=O)c2ccc(F)cc2)n1	5	-7
Cc1cc(NC(=O)CSc2ccc3nnc(-c4ccc(F)cc4)n3n2)no1	9	-20
Cc1ccc(CSCC(=O)NCc2ccc3c(c2)OCO3)cc1	8	-6
CC1S/C(=N/N=C2CCCCC2)NC1=O (centres undefined)	7	2
CCCn1nnc(NC(=O)c2cc(Br)cc(Br)c2OC)n1	4	-8
Nc1nc(SCC(=O)Nc2ncc(Cl)cc2Cl)n[nH]1	6	-14
COc1cccc(NC(=O)c2cnc[nH]2)c1	8	-11
Cc1cc(C)nc(Nc2nc3ccccc3s2)n1	19	2
CCN(CCCNC(=O)C1CCC(=O)N1Cc1ccc(C)cc1)c1cccc(C)c1 (centres undefined)	51	4
NS(=O)(=O)c1ccc(NC(=O)COC(=O)C2(c3ccccc3F)CCCC2)cc1	29	14
O=C(NCc1ccccc1)C(=O)Nc1nc(C23CC4CC(CC(C4)C2)C3)cs1	17	-11
COc1ccc(C(=O)NC(=S)NNC(=O)c2ccccc2O)cc1	13	-11
O=[N+]([O-])c1ccc(/C=N/Nc2ccc3ccccc3c2)o1	30	37
Cc1ccc2c(CN(C)Cc3cccc(F)c3)cc(=O)oc2c1C	2	-22
COc1cccc(CN2CCNC(=O)C2CC(=O)NCCCN2CCCC2=O)c1 (centres undefined)	3	13
Cc1ccc(CSCCNS(C)(=O)=O)cc1	21	-9
Cc1cc(NC(=O)CSc2n[nH]c(-c3ccc(Cl)cc3Cl)n2)no1	10	3
CN(CC(=O)Nc1ccc(Cl)c(Cl)c1)Cc1nnc(-c2ccc(F)cc2)o1	8	-5

# Next part
molecule	OX1R antag-2	OX1R antag-1
O=C(Nc1ccc(F)cc1)c1cccnc1N1CCCCC1	8	-22
COc1ccc(C(=O)c2c(-c3ccsc3)oc3ccc(-c4ccc(OC)cc4)cc23)cc1	12	-13
C/C(=N\Nc1ccc(C(F)(F)F)cc1[N+](=O)[O-])C1CC1	8	-7
CCOC(=O)c1cc2c(=O)n3ccccc3nc2n(C(C)C)c1=NC(=O)c1c(-c2c(F)cccc2Cl)noc1C	33	-23
COc1ccccc1Nc1nc(C)cc(=O)[nH]1	5	3
CCCn1c(=O)[nH]c(=O)c2[nH]cnc21	10	5
CC1(C)CC(C(N)=S)CCO1 (centres undefined)	8	-13
O=C(c1cccnc1)N1CCN(c2ccc([N+](=O)[O-])cc2Cl)CC1	31	8
CC1Cc2ccccc2N1S(=O)(=O)c1cccc(C(=O)N2CCN(c3ncccn3)CC2)c1 (centres undefined)	18	-31
COc1ccc(C(=O)NCCN2CCOCC2)c(OC)c1	15	-16
Cc1cc(=O)oc(C)c1C(=O)NCC(C)NC(=O)c1c(C)cc(=O)oc1C (centres undefined)	-5	10
O=C(CN1CCN(c2ccccn2)CC1)N(c1ccccc1)c1ccc2ccccc2c1	18	-10
COC(=O)/C(C#N)=C(/Nc1ccc(F)c(Cl)c1)C(F)(F)F	37	-4
O=C(O)c1ccn2c(C(=O)c3ccccc3)c(-c3ccccc3)cc2c1	14	15
CCOc1ccc(CN(C)C(=O)CNC(=O)C2CCCCC2)cc1	17	-19
O=C(CSc1nc(-c2ccncc2)nn1CC(=O)N1CCCCC1)NC1CCCC1	10	-13
O=C1CN(C(=O)COC(=O)c2ccccc2NCc2ccco2)c2ccccc2N1	9	9
COc1ccc(OCC(=O)N2c3ccc(C)cc3C3CN(C)CCC32)cc1 (centres undefined)	16	-6
COc1ccc(-c2n[nH]c(=S)n2Cc2ccccc2)cc1OC	17	4
CC(NC(=O)C(=O)NCCN1CCN(C(=O)c2ccc([N+](=O)[O-])cc2)CC1)c1ccccc1 (centres undefined)	60	-7
Cc1scc(C(=O)NNC(=S)NC(C)c2ccccc2)c1C (centres undefined)	10	-15
C=CCNC(=O)COC(=O)c1ccc(Sc2nncn2C)c([N+](=O)[O-])c1	73*	-23
Cc1[nH]nc2c1C(c1ccoc1)C(C#N)=C(N)O2 (centres undefined)	20	-20
CN(C#N)c1nccc(-c2cccs2)n1	7	6
CC1(C)CC(=O)C2=C(C1)OC(N)=C(C#N)C2c1ccoc1 (centres undefined)	4	1
Cc1ccc(-n2ncc3c(NNC(=O)Cc4ccccc4)ncnc32)cc1	9	-18
O=S1(=O)N=C(N2CCN(Cc3ccccc3)CC2)c2ccccc21	5	1
COc1ccc(Nc2nnc(SC(C(=O)Nc3ccc(OC)c(Cl)c3)c3ccccc3)s2)cc1 (centres undefined)	13	-15
CCOc1ccc(CCNC(=O)CS(=O)Cc2nc(-c3ccc(OC)c(OC)c3)oc2C)cc1OCC (centres undefined)	21	-34
O=[N+]([O-])c1cccc(-c2cnc3ccccc3n2)c1	12	-9
Cc1ccc(NC(=O)CN2C(=O)c3ccccc3C2=O)cc1	4	3
CC1Cc2ccccc2N1C(=O)C1CCCN(S(=O)(=O)c2cccc3cccnc23)C1 (centres undefined)	58*	-6
CCn1c(=O)c2sccc2n(CC(=O)NC2CCCC2)c1=O	17	4
CCCCCCSc1cc(-c2nc3cc(C)ccn3c2NCCCC)ccc1OC	19	-32
COc1ccc(NC(=O)C2CCC(C(C)(C)C)CC2)cc1S(=O)(=O)N1CCOCC1 (centres undefined)	-2	-21
C=CCc1c(N(CC)CC)nc(C)[nH]c1=O	23	-8
CCCCCCOC1(c2ccccc2)OC(=O)c2ccccc21 (centres undefined)	16	-21
Cc1ccc(NC(=O)C(CC(C)C)NC(N)=O)cc1Cl (centres undefined)	16	-23
COc1cc(C=O)ccc1OCc1ccncc1	4	-8
CCOCCN1CCN(c2c(C)c(C)nc3cc(-c4cc(OC)cc(OC)c4)nn23)CC1	0	-11
O=C(CN1CCN(c2ccccc2F)CC1)NC(=O)NCc1ccccc1	7	-30
Cc1[nH]nc2c1C1(C(=O)Nc3ccc([N+](=O)[O-])cc31)C(C#N)=C(N)O2 (centres undefined)	4	-4
Cc1ccc(C)c(NC(=S)NNC(=O)c2csc3c2CCC(C)C3)c1 (centres undefined)	5	-22
COc1cc(OC)cc(C(=O)NCCC(c2ccccc2)c2ccccc2)c1	19	3
C=CCn1c(SCC(=O)NC(=O)NC2CCCC2)nnc1C1CCCCC1	13	-22
Cc1ccc(C)c(C(=O)N2CCN(c3ncccn3)CC2)c1	-5	-5
CCOC(=O)c1ccc(NC(=S)NC(=O)COc2ccccc2)cc1	8	-35
CCOc1ccc(N(C)S(=O)(=O)c2ccc(-c3ccc(=O)[nH]n3)s2)cc1	4	-7
CCCCCCCCCCCCCCCC[N+](C)(C)CCN(Cc1ccc(OC)cc1)c1ncccn1	7	46*
CC(=O)Nc1ccc(NC(=O)c2cc(=O)c3cc(C)cc(C)c3o2)cc1	-3	-14
Cc1ccc([N+](=O)[O-])cc1N/C=C1\CCCCC1=O	50	-30
COc1ccccc1Nc1nc(N)nc(CN2CCc3ccccc3C2)n1	18	-32
COc1ccc(CCNC(=O)C2CC3Cn4c(nc5cc(Cl)c(Cl)cc54)C3N2C)cc1 (centres undefined)	25	-4
C=CCn1c(=O)c2ccccc2n2c(SCC(=O)NCc3cccs3)nnc12	15	-30
CCOc1ccc(CN2CCN(Cc3cccn3-c3ncccn3)CC2CCO)cc1 (centres undefined)	11	-28
Cc1cc(Br)cc2c(C(=O)Nc3c(C)n(C)n(-c4ccccc4)c3=O)cc(-c3cccs3)nc12	22	-21
C/C(=N/NC(=O)CNC(=O)CCc1ccccc1)c1ccc(Cl)cc1	7	-29

# 16 entries from above in another layout:
OX1R antag-2 | OX1R antag-1 | molecule
7 | -30 | O=C(CN1CCN(c2ccccc2F)CC1)NC(=O)NCc1ccccc1
4 | -4 | Cc1[nH]nc2c1C1(C(=O)Nc3ccc([N+](=O)[O-])cc31)C(C#N)=C(N)O2 (centres undefined)
5 | -22 | Cc1ccc(C)c(NC(=S)NNC(=O)c2csc3c2CCC(C)C3)c1 (centres undefined)
19 | 3 | COc1cc(OC)cc(C(=O)NCCC(c2ccccc2)c2ccccc2)c1
13 | -22 | C=CCn1c(SCC(=O)NC(=O)NC2CCCC2)nnc1C1CCCCC1
-5 | -5 | Cc1ccc(C)c(C(=O)N2CCN(c3ncccn3)CC2)c1
8 | -35 | CCOC(=O)c1ccc(NC(=S)NC(=O)COc2ccccc2)cc1
4 | -7 | CCOc1ccc(N(C)S(=O)(=O)c2ccc(-c3ccc(=O)[nH]n3)s2)cc1
7 | 46* | CCCCCCCCCCCCCCCC[N+](C)(C)CCN(Cc1ccc(OC)cc1)c1ncccn1
-3 | -14 | CC(=O)Nc1ccc(NC(=O)c2cc(=O)c3cc(C)cc(C)c3o2)cc1
50 | -30 | Cc1ccc([N+](=O)[O-])cc1N/C=C1\CCCCC1=O
18 | -32 | COc1ccccc1Nc1nc(N)nc(CN2CCc3ccccc3C2)n1
25 | -4 | COc1ccc(CCNC(=O)C2CC3Cn4c(nc5cc(Cl)c(Cl)cc54)C3N2C)cc1 (centres undefined)
15 | -30 | C=CCn1c(=O)c2ccccc2n2c(SCC(=O)NCc3cccs3)nnc12
11 | -28 | CCOc1ccc(CN2CCN(Cc3cccn3-c3ncccn3)CC2CCO)cc1 (centres undefined)
22 | -21 | Cc1cc(Br)cc2c(C(=O)Nc3c(C)n(C)n(-c4ccccc4)c3=O)cc(-c3cccs3)nc12

# The order is random, and some 2% of all compounds hit somewhere here.
